PfHsp40 yeast = restores yeast growth despite PfHsp40 toxicity; S. cerevisiae expressing PfHsp40, growth rescue, ATP luminescence; growth rescue, % at 12.5 µM; hit rate 0.68% among 340,000; AID 504582; in the data active means growth rescue above about 28%, passing the limit was not always enough; inconclusive means no clear call, values can overlap the other calls;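 further: yeast W303a lacking pdr1 and pdr3 grown in galactose medium; growth measured after three days at 30 °C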
Anthrax LF prot = blocks Bacillus anthracis lethal factor protease; inhibition, % at 10 µM; multiplex microsphere protease cleavage assay, LF; P15917; hit rate 0.12% among 360,000; further: plate controls were buffer without enzyme for full effect and enzyme alone for no effect
BoNT F protease = blocks Botulinum neurotoxin F light chain protease; Multiplex microsphere protease cleavage assay, flow cytometry; inhibition, % at 10 µM; hit rate 0.22% among 360,000; in the data active means inhibition above about 35%, passing the limit was not always enough; inconclusive means no clear call, values can overlap the other calls; further: plate controls were buffer without enzyme for full effect and enzyme alone for no effect
FBA Mtb inh = Mtb fructose-bisphosphate aldolase inhibition; P9WQA3; purified M. tuberculosis FBA, fluorescence read-out; inhibition, % at 1 µM; hit rate 2.3% among 360,000; AID 588726; in the data active means inhibition above about 27%;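 further: 0% = vehicle and 100% = reference inhibitor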
Target sequence (P9WQA3 whole entry, looked up): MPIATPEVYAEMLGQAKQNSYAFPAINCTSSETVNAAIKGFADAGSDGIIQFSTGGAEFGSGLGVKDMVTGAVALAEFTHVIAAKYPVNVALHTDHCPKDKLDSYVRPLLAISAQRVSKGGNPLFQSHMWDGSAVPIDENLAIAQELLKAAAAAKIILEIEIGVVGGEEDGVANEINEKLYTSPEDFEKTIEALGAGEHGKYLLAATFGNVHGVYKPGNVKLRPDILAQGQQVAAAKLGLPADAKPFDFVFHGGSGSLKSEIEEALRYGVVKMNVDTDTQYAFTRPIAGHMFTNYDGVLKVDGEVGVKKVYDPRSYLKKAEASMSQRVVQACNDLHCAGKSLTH
Mtb BioA inh = inhibitors of Mycobacterium tuberculosis BioA enzyme. purified M. tuberculosis BioA enzyme, plate reader. inhibition, % at 9.99 µM. hit rate 0.096% among 360,000. AID 602481; in the data active means inhibition above about 40%; inconclusive means no clear call, values can overlap the other calls
FadD28 binding = blocks FadD28 binding to the bisubstrate probe; fluorescence polarization; inhibition, % at 12.5 µM; hit rate 0.22% among 360,000; in the data active means inhibition above about 8.5%, passing the limit was not always enough; inconclusive means no clear call, values can overlap the other calls
BoNT-A LC inh2 = inhibitors of Botulinum neurotoxin A light chain protease. multiplex microsphere protease substrate cleavage, flow cytometry. inhibition, % at 10 µM. hit rate 0.17% among 360,000; further: plate controls were buffer without enzyme for full effect and enzyme alone for no effect
GDH-TPI counter = counter-screen for M. tuberculosis FBA inhibitors: GDH-TPI coupled enzymes; GDH-TPI coupled enzyme counterscreen, NADH absorbance; inhibition, % at 4.8 µM; hit rate 1.2% among 360,000; AID 588335; in the data active means inhibition above about 30%;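 further: 0% = DMSO wells and 100% = wells lacking the enzyme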
Mtb UGM inh = blocks M. tuberculosis UGM enzyme | hit rate 0.06% among 320,000 | inhibition, % at 10 µM | purified UGM, fluorescence polarization probe displacement; in the data active means inhibition above about 10%, passing the limit was not always enough; inconclusive means no clear call, values can overlap the other calls
Target sequence (P9WIQ1 whole entry, looked up): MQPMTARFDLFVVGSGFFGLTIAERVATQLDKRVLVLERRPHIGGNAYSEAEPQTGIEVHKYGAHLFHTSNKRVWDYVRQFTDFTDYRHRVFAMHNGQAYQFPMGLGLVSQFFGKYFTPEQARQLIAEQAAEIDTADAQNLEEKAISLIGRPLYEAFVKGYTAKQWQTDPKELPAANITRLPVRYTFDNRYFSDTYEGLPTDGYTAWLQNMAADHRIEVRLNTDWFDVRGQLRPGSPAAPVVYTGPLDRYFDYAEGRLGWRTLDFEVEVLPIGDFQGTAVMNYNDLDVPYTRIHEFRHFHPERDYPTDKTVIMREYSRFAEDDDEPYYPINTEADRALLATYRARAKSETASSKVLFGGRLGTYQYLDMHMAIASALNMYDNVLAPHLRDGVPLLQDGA
An asterisk follows results filed as active; ? = inconclusive; / = no result given. Unless noted, no stated cut-off is given here; in the data, active means inhibition above about 30%; inconclusive means no clear call, values can overlap the other calls; inactive means below that.

SMILES	PfHsp40 yeast	Anthrax LF prot	BoNT F protease	FBA Mtb inh	Mtb BioA inh	FadD28 binding	BoNT-A LC inh2	GDH-TPI counter	Mtb UGM inh
COc1ccc(S(=O)(=O)N(CC(=O)NCc2ccco2)c2ccccc2OC)cc1	-0.8	1	6	1	-1.3	-3.0	1.2	1	-3.0
Cc1c(C(=O)N2CCN(c3ccccc3)CC2)oc2c(F)cccc12	0.0	0	0	-2	0.6	/	3.1	-3	-0.5
Cc1ccc(-n2[nH]c(C)c(/C=N/Nc3ccc([N+](=O)[O-])cc3[N+](=O)[O-])c2=O)cc1	0.6	-2	-2	-6	/	-2.5	0.6	8	/
O=C(O)CC(NC(=O)OCc1ccccc1)c1ccc(Br)cc1 (configuration not stated)	0.1	-2	?	-8	-0.5	-3.6	2.7	-1	0.7
CC(C)C(=O)NC(c1cccc([N+](=O)[O-])c1)c1ccc2cccnc2c1O (configuration not stated)	228*	12	?	-2	-1.2	-4.7	-5.0	1	-0.3
CC(=O)NCC(=O)NC1CCCc2c1cnn2-c1ccc(C(C)(C)C)cc1 (configuration not stated)	-1.2	14	9	5	-2.5	-0.5	3.3	5	0.6
COc1ccc(C2c3[nH]c4ccccc4c3C[C@H]3C(=O)N(C)CC(=O)N23)cc1OC (some centres not stated)	0.4	-15	24	-1	-2.7	-0.7	-2.2	-6	2.1
COC(=O)c1ccc(Cl)c(NC(=O)NC2CCCCC2)c1	2.5	-3	-4	3	-0.1	-0.5	0.2	-4	-1.6
CC(/C=C/C=C/c1ccccc1)=N/NC(=O)CNc1ccc(C)cc1	-0.5	-2	-1	-3	0.0	-1.7	0.7	33*	0.0
Cc1cc(NC(=O)CCC(=O)N(Cc2cccs2)C(C(=O)NC2CCCC2)c2ccncc2)no1 (configuration not stated)	0.1	-2	-6	-1	0.4	-0.1	0.5	-5	1.4
CCc1ccc(OCC(=O)N/N=C\c2ccco2)c([N+](=O)[O-])c1	0.0	0	-2	3	0.6	1.1	-0.7	11	0.9
Cc1cc(C(=O)OCC(=O)Nc2ccccc2Br)c(C)o1	-1.2	-3	-1	1	-3.2	-0.3	-0.4	5	4.4
CCCNC(=O)C1(C)CCN(C(=O)c2cc(F)cc(F)c2)C1 (configuration not stated)	/	-4	3	0	0.9	0.6	-0.3	-3	/
Fc1ccc(-c2ccc(NCCN3CCOCC3)nn2)cc1	-0.3	-4	-37	2	1.4	-2.9	-0.6	-2	2.1
O=C(NC1CCN(C(=O)Nc2ccccc2Cl)CC1)c1ccco1	-1.2	2	10	4	-4.5	0.1	2.5	1	-2.8
Cc1ccc2nsnc2c1NC(=S)NC(=O)c1ccco1	0.4	0	2	1	/	-1.6	0.6	10	4.3
Cc1[nH]n2c(=O)cc(C(C)(C)C)nc2c1-c1ccccc1	0.3	-1	-15	50*	2.0	1.0	-0.8	15	3.1
CCn1c(COC(=O)CNC(=O)c2cc(OC)c(OC)c(OC)c2)nc2cc(S(=O)(=O)N(C)C)ccc21	0.0	2	-4	0	0.7	-3.6	0.4	0	-1.1
COc1ccc(NC(=O)CN2CCN(c3ccc(Cl)cc3)CC2)c(OC)c1	-0.2	-5	-8	6	2.9	-2.7	0.0	0	-3.1
COc1ccc(CCN(C)Cc2ccc(OC)c(OCc3ccccc3)c2)cc1OC	-1.2	-2	-1	13	/	-5.9	-0.2	0	-1.6
Cc1cccc(NC(=O)C2CCCN(S(=O)(=O)c3ccc(-n4cnnn4)cc3)C2)c1 (configuration not stated)	-3.3	-5	-8	-5	0.0	-2.7	-2.0	-5	0.0
CC(=O)NC12CC3CC(C1)CC(C(=O)N1CCN(S(=O)(=O)c4ccc([N+](=O)[O-])cc4)CC1)(C3)C2	-1.8	-1	-2	-1	0.4	-0.1	-0.8	0	/
Cc1ccccc1NC(=O)C1CC(=O)N(c2ccccc2F)C1 (configuration not stated)	-0.9	-3	-12	-2	0.1	-0.3	-2.1	4	0.5
COC(=O)CCC(=O)N1CCCC(N2CCN(c3ccc(OC)cc3)CC2)C1 (configuration not stated)	1.9	2	-17	-2	-0.3	-2.9	0.3	-9	1.2
CN(C)c1ccc(C=NCCc2ccc(S(N)(=O)=O)cc2)cc1	-1.6	-7	0	-3	-1.2	-4.3	0.3	54*	-2.2

Additional structures follow:
SMILES	PfHsp40 yeast	Anthrax LF prot	BoNT F protease	FBA Mtb inh	Mtb BioA inh	FadD28 binding	BoNT-A LC inh2	GDH-TPI counter	Mtb UGM inh
NC(=O)NC(=O)COC(=O)c1ccc2c(c1)C(=O)N(Cc1ccccc1)C2=O	-0.7	-5	-3	-3	-2.2	0.6	0.0	6	1.2
CC(=O)c1cn(CC(=O)NCc2ccc3c(c2)OCO3)c2ccccc12	1.6	0	-5	-2	-1.8	-3.9	0.9	-12	2.3
CC1C(=O)N(Cc2cn(CC3CCCCC3)nn2)CCS(=O)(=O)N1Cc1ccc(-c2ccc(F)nc2)cc1 (configuration not stated)	/	-5	2	-1	1.4	-4.9	0.4	4	/
Cc1ccc(NS(=O)(=O)c2ccc(OCC(=O)NCc3ccccn3)cc2)cc1	-1.1	3	0	-3	1.4	-4.0	0.6	1	3.6
COC(=O)CCCC1=CC2=CC(=O)C(C)(OC(=O)c3cccs3)C(=O)C2=CN1CCCCO (configuration not stated)	-1.0	-11	9	-5	3.1	-2.8	-0.1	12	-1.3
COc1cc(CO)ccc1OCC(=O)N1CCc2ccccc21	-0.5	1	5	3	0.0	-2.5	0.9	-1	1.7
CCCOC(=O)c1cc2ccccc2oc1=O	0.4	0	1	9	-0.6	-0.2	1.1	18	0.3
CC(C)Oc1ccc(C(=O)NCC(=O)N2CCN(S(=O)(=O)/C=C/c3ccccc3)CC2)cc1	1.0	-2	-4	1	6.4	1.5	-0.1	8	/
Cc1ccc(C(=O)CC2(O)C(=O)N(CCc3ccccc3)c3ccc(Br)cc32)o1 (configuration not stated)	0.3	1	0	3	1.5	-1.5	-0.1	2	1.4
O=C(NCc1n[nH]c(=S)n1-c1ccc(F)cc1)c1ccco1	-1.5	-3	-5	1	-1.0	-1.2	-1.0	5	-2.5
COc1ccc(C(C)=O)cc1CSc1nnc(-c2ccccc2O)n1-c1ccccc1	0.8	-2	-2	-2	/	-2.8	0.9	-9	-1.0
CCCCN(C(=O)Cc1cccs1)c1nnc(-c2cccnc2)s1	3.5	-5	7	5	3.1	-3.0	0.9	4	1.8
NC(N)=Nc1nc2ccc([N+](=O)[O-])cc2[nH]1	-1.2	8	0	1	-3.1	-1.5	3.5	10	1.3
Cc1c(C#N)c(=O)oc2ccc3ccccc3c12	1.1	-6	-4	115*	-1.8	0.2	-0.5	6	-0.8
COc1ccc(OC)c(-n2c(=S)[nH]c3c(sc(=S)n3-c3ccccc3)c2=O)c1	-0.4	2	-4	-1	/	-3.4	-0.1	28	-0.1
O=C(/C=C/c1ccccc1)N1Cc2ccccc2-n2nncc2C1	/	-2	1	-1	/	-0.2	-0.3	-4	/
CCOc1ccccc1NC(=O)CCc1nnc2ccc(N3CCC4(CC3)OCCO4)nn12	1.6	-1	-2	1	2.7	0.4	-0.2	7	1.7
CC(=O)Nc1ccc(Nc2c([N+](=O)[O-])c(=O)n(-c3ccccc3)c3ccccc23)cc1	-1.4	0	1	3	-1.1	-3.3	0.0	-4	0.8
C#CCOC(=O)c1ccccc1C(=O)n1nnc2ccccc21	-0.5	-4	0	3	-0.8	-0.9	0.2	4	0.8
COc1ccc(C(=O)Nc2c(N)nc(SCC(=O)N3CCC(C)CC3)[nH]c2=O)cc1OC	0.8	-6	-8	6	-2.4	-1.1	-2.1	14	1.4
CCCN1CNC(=S)N(c2cccc(C)c2C)C1	0.8	-19	22	3	-0.1	-0.7	?	-7	-0.3
CN(C[C@H](Cc1ccccc1)N(CCN(CCc1ccccc1)N=O)N=O)N=O	-0.9	-6	-4	-1	2.8	-1.8	0.1	7	-3.0
O=C(CC1SC2=NCCN2C1=O)Nc1ccc(Cl)cc1 (configuration not stated)	-1.1	0	-7	-3	-4.9	-2.7	-2.8	1	0.4
CCOC(=O)N1CCC2(O)CCCCC2C1c1ccc(F)cc1 (configuration not stated)	0.2	-4	-4	6	0.1	-1.6	-0.1	-7	-1.1
COc1ccc(C(=O)NCCOc2cccc(Oc3ccccc3)c2)cc1OC	2.9	-5	-7	0	-0.5	-5.7	-0.3	-3	-3.9

Other results:
SMILES	PfHsp40 yeast	Anthrax LF prot	BoNT F protease	FBA Mtb inh	Mtb BioA inh	FadD28 binding	BoNT-A LC inh2	GDH-TPI counter	Mtb UGM inh
CC(C)Cn1c(N)c(C(=O)NCCN2CCOCC2)c2nc3ccccc3nc21	0.6	4	-4	110*	-2.0	-4.2	4.2	22	-0.2
Cc1cc(C)cc(N(C(=O)Cc2cccs2)C(C(=O)NC2CCCCC2)c2ccccn2)c1 (configuration not stated)	0.9	-1	-2	-1	-1.1	-2.9	?	4	0.7
CCC(CC)c1nnc(NC(=O)C2=NNC(=O)CC2)s1	-1.0	-6	3	-2	/	-0.1	0.0	-2	0.3
Cc1cc(C(=O)C(C)OC(=O)c2ccc(NC(=O)CC#N)cc2)c(C)n1-c1ccc(OC(F)F)cc1 (configuration not stated)	-0.6	-4	-3	7	-5.8	-1.8	-1.1	12	0.4
COc1ccc(NC(=O)C2=CC(c3ccc(C)cc3)=NS(=O)(=O)N2C)cc1	2.5	2	7	2	2.9	-1.3	-0.1	28	-0.8
COC(=O)OCC12CCC(O1)C1(C)C(=O)OCC21 (configuration not stated)	0.3	-1	1	-1	0.2	-3.2	-0.5	-7	-0.9
COc1cc(/C=N/NC(=O)c2cccnc2)ccc1OC(=O)c1ccc2c(c1)OCO2	0.2	-9	-4	0	1.3	-3.1	-1.3	-5	1.4
COc1cc2c(cc1OC)C1=C(C#N)CN(CC(=O)O)CN1CC2	0.2	-10	-6	7	0.7	1.1	0.6	10	1.4
O=C(Cc1ccccc1)N1N=C(c2ccncc2)CC1(O)C(F)(F)F (configuration not stated)	-0.4	1	4	-4	-1.2	-3.2	0.3	-3	-1.6
COc1ccc(OCCCC(=O)OC(C)C(=O)Nc2ccc(C)cc2)cc1 (configuration not stated)	1.5	-5	11	0	-0.7	0.2	6.9	7	0.8
O=C(NCC1CCCO1)c1cnn2c(C(F)F)cc(C3CC3)nc12 (configuration not stated)	0.2	2	-4	11	1.7	2.1	-2.4	2	1.8
CCC1CCCCN1CCCNC(=O)Cn1cc2c(n1)-c1c(oc(C(=O)N3CCCC3)c1C)CC2 (configuration not stated)	2.0	3	-5	2	/	-1.0	-0.5	7	0.1
CN(C)c1nc(N)nc(Cn2ccnc2)n1	-1.6	2	14	2	-0.9	-3.2	0.0	-4	3.5
Cc1ccc(NC(=O)CCC(=O)N/N=C/c2coc3ccccc3c2=O)cc1	-0.8	2	-5	0	/	-3.3	-0.8	7	-3.5
COc1nsnc1N1CCOCC1	-2.0	-2	4	4	/	-2.2	0.5	3	0.7
CCOC(=O)N1CCN(C2CCCN(C(=O)c3ccccc3N(C)C)C2)CC1 (configuration not stated)	0.8	-2	13	2	-3.8	0.1	-0.2	0	0.7
CCc1nn(C(CC)C(=O)NCCc2ccc(OC)cc2OC)c(=O)c2cc3occc3n12 (configuration not stated)	-1.6	-2	-3	-2	5.7	-2.2	0.2	7	3.9

Profiles from above:
Listed for `Cc1[nH]n2c(=O)cc(C(C)(C)C)nc2c1-c1ccccc1` = PfHsp40 yeast = 0.3; Anthrax LF prot = -1; BoNT F protease = -15; FBA Mtb inh = 50*; Mtb BioA inh = 2.0; FadD28 binding = 1.0; BoNT-A LC inh2 = -0.8; GDH-TPI counter = 15; Mtb UGM inh = 3.1
Listed for `CC(C)C(=O)NC(c1cccc([N+](=O)[O-])c1)c1ccc2cccnc2c1O` (configuration not stated) = PfHsp40 yeast = 228*; Anthrax LF prot = 12; BoNT F protease = ?; FBA Mtb inh = -2; Mtb BioA inh = -1.2; FadD28 binding = -4.7; BoNT-A LC inh2 = -5.0; GDH-TPI counter = 1; Mtb UGM inh = -0.3
Listed for `Cc1cc(NC(=O)CCC(=O)N(Cc2cccs2)C(C(=O)NC2CCCC2)c2ccncc2)no1` (configuration not stated) = PfHsp40 yeast = 0.1; Anthrax LF prot = -2; BoNT F protease = -6; FBA Mtb inh = -1; Mtb BioA inh = 0.4; FadD28 binding = -0.1; BoNT-A LC inh2 = 0.5; GDH-TPI counter = -5; Mtb UGM inh = 1.4
